Screening results deposited in PubChem by several laboratories.
HSF1 inhib: HSF1 inhibition | NIH3T3-HGL HSE-luciferase, MG132-induced, luminescence 8 h; hits give low values | activity change, negative = inhibition, % at 7.5 µM (by protocol) | 300,000 tested, 0.77% active;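 active = more than half of replicate wells show activity change below -50%, luminescence cut by over half; inconclusive = some wells, but at most half, below -50%; inactive = no replicate well below -50%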;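 also: luciferase reports HSF-1 transcriptional activity via heat shock element; 0% = median of DMSO wells and -100% = zero luminescence signal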
IEC-6 cytotox: counter-screen for KLF5 inhibitors: cytotoxicity in IEC-6 cells | inhibition, % at 5 µM | IEC-6 cytotoxicity, luminescence viability | AID 1825 | 290,000 tested, 0.78% active; in the data active = inhibition above about 22%;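 also: 0% = plate median of test compound wells and 100% = cytotoxic reference compound wells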
aSyn UTR inh: MLPCN primary screen, SNCA 5' untranslated region; alpha-synuclein 5'UTR reporter, inhibitor activity; inhibition, % (tested at 7.5 µM); 300,000 tested, 0.82% active; AID 1813; in the data active = inhibition above about 60%; inconclusive = no clear call, values can overlap the other calls;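 also: H4 neuroglioblastoma cells stably carrying SNCA 5'UTR luciferase fusion; 0% = DMSO wells and 100% = positive control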
HSP90 refold inh: HSP90 refolding inhibition in rabbit reticulocyte lysate. luciferase refolding luminescence, 3 h. inhibition, % at 5.6 µM. 290,000 tested, 0.91% active;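 active = inhibition above the screen-wide mean plus 3 SD, computed separately per campaign, cut at about 16% in these data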;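 also: 0% = DMSO wells and 100% = 60 µM geldanamycin wells; inhibitors lower the luminescence because luciferase stays unfolded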
HDAC3 inh: blocks human histone deacetylase 3; O15379; recombinant HDAC3, fluorogenic peptide/trypsin coupled, fluorescence; inhibition, % at 8.3 µM; 320,000 tested, 0.15% active; in the data active = inhibition above about 26%, passing the limit was not always enough; inconclusive = no clear call, values can overlap the other calls
Target sequence (O15379 whole entry, looked up): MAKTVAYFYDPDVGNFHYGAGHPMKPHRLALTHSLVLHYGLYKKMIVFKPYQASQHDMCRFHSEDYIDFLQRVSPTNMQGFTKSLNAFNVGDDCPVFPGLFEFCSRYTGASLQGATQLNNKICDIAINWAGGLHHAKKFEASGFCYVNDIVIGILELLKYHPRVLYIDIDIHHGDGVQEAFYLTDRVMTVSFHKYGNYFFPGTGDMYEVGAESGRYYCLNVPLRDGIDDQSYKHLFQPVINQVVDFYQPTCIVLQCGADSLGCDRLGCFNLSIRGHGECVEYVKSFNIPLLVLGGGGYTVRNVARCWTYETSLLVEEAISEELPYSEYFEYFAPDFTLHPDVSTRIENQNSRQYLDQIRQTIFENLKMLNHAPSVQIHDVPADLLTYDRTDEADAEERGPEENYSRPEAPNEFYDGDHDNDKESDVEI
HIF act: HIF pathway transcriptional activation; 300,000 tested, 0.32% active; activation, % at 7.5 µM (by protocol); U2OS HRE-luciferase reporter, luminescence; normalized: DMSO 0%, desferrioxamine 100%;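 active = mean activation of at least 10% of the iron chelator positive control signal, with at least half of replicates also reaching 10%; inconclusive = mean and replicate majority disagree about reaching 10%; inactive = mean and most replicates under 10%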
AI-2 QS mod: modulates the Vibrio harveyi AI-2 quorum sensing system; 300,000 tested, 0.4% active; AID 2094; Vibrio harveyi JMH597 AI-2 luminescence/OD600 ratio, 9 h; hits give low values; strain lacks LuxN and CqsS sensors; 0 = neutral-control median; activity change, % at 7.5 µM; in the data active = activity change below about -75%, passing the limit was not always enough; inconclusive = no clear call, values can overlap the other calls;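 also: luminescence divided by OD600 gain over 9 h not by final OD600 alone; inactives centre near 13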
KLF5 inh: inhibitors of KLF5 expression; DLD-1 KLF5 promoter-luciferase reporter, luminescence; inhibition, % at 5 µM; 290,000 tested, 0.23% active; AID 1700;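 active = inhibition above a per-plate limit of that plate's mean compound inhibition plus 3 SD, cut at about 60% in these data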;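 also: 0% = DMSO wells and 100% = LY294002 at 200 µM; higher means less KLF5 promoter-driven luciferase light; inactives centre near -14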
HSF-1 act: increases HSF-1 driven luciferase reporter signal; activation, % at 9 µM; 300,000 tested, 1.7% active; NIH3T3-HGL HSF-1 luciferase reporter, MG132, 8 h; 100% = twice DMSO control signal;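 active = mean replicate activation of at least 50% with a set share of replicates each reaching 50%; inconclusive = only one of those two conditions met; inactive = mean below 50% and too few replicates reaching it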;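 also: 0% = median of the neutral control wells and 100% = twice that signal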
Platelet DG rel: platelet dense granule release activity | human platelet-rich plasma, SFLLRN dense granule ATP release, luminescence | inhibition, %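 (compounds screened at 7.5 µM in platelet-rich plasma)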 | AID 1663 | 300,000 tested, 0.22% active;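 active = mean replicate score, as percent of positive control, at or above 50; inconclusive = mean below 50 but at least one replicate at or above 50; inactive = mean and every replicate below 50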
Numbers without * were called inactive; i = inactive; ? = inconclusive; nt = no result given.

1) CC1CCN(c2ccc(NC(=S)NC(=O)c3ccco3)cc2)CC1
2) CCn1c(CNc2ccc(Cl)cc2)nnc1SCCN1CCCCC1
3) O=C(N/C(=C\c1cccnc1)c1nc2ccccc2[nH]1)c1cccc(Br)c1
4) CC(NC(=O)C(NC(=O)C1CCCN1C(=O)OC(C)(C)C)C(C)C)C(N)=O (stereo unspecified)
5) O=c1ccn(Cc2ccccc2)c2ccccc12
Compound	1	2	3	4	5
HSF1 inhib	14	2	4	-4	-10
IEC-6 cytotox	-7	0	-2	-2	nt
aSyn UTR inh	-132	9	4	-3	-2
HSP90 refold inh	-3	0	-4	-3	nt
HDAC3 inh	-8	-7	5	-4	6
HIF act	2.1	0.1	0.0	-0.3	-10
AI-2 QS mod	29	21	8	6	31
KLF5 inh	-29	-27	1	-34	nt
HSF-1 act	61*	-3	19	17	-17
Platelet DG rel	-2	5	-4	11	1

6) Cc1cccc(NC(=O)CSc2nc(C)c(Cc3ccccc3)c(=O)[nH]2)c1C
7) O=C(Nc1ccccc1)/C(=C\c1ccco1)NC(=O)c1ccco1
8) COc1ccc(Nc2nc(OC)nc(OC)n2)cc1
9) COc1ccc(CCN2CC(C(=O)O)CC2=O)cc1OC (stereo unspecified)
10) Cc1ccc(OCC(=O)N/N=C/C=C/c2ccco2)cc1C
Compound	6	7	8	9	10
HSF1 inhib	4	-4	2	-7	-7
IEC-6 cytotox	2	4	4	8	-10
aSyn UTR inh	3	-6	-7	-3	-20
HSP90 refold inh	-1	2	4	1	3
HDAC3 inh	1	2	0	-2	8
HIF act	-0.3	-0.5	-0.1	-1.0	-2.7
AI-2 QS mod	28	nt	-1	19	46
KLF5 inh	-28	-14	-28	-29	-11
HSF-1 act	42	1	9	6	-29
Platelet DG rel	-2	-5	2	2	3

11) O=C(Nc1ccccn1)c1ccc(Cl)c(S(=O)(=O)N2CCOCC2)c1
12) CCN(CC)S(=O)(=O)c1ccc(C(=O)N(c2ccc(C)cc2)C2C=CS(=O)(=O)C2)cc1 (stereo unspecified)
13) COc1ccc(OC)c(N2C(=O)CC(Cc3ccc(C)cc3)C2=O)c1 (stereo unspecified)
14) O=C(CSc1nnc(-c2cccs2)o1)N1CCc2ccccc21
15) Cc1ccc(-c2csc(NC(=O)CN3CCOCC3)n2)cc1C
Compound	11	12	13	14	15
HSF1 inhib	0	-2	-5	6	-5
IEC-6 cytotox	3	-3	3	2	3
aSyn UTR inh	8	-12	2	-5	-42
HSP90 refold inh	-3	-2	5	5	6
HDAC3 inh	8	6	-6	5	7
HIF act	0.0	-0.3	1.0	0.7	1.7
AI-2 QS mod	15	10	14	11	-12
KLF5 inh	-18	4	10	-14	-5
HSF-1 act	-3	-3	-10	23	-11
Platelet DG rel	-1	15	1	-3	3

16) CC(C)(C)c1cc(C(=O)N/N=C/c2ccc(O)cc2)n(-c2ccccc2)n1
17) COc1ccccc1C(=O)NCCC(=O)N1CCN(C(C)=O)CC1
18) O=C(Nc1ccc(Cl)cc1)Nc1ccon1
19) CC(=O)OCC(OC(C)=O)C(OC(C)=O)C(OC(C)=O)C(=O)Nc1ccc(C)cc1C (stereo unspecified)
20) COc1ccc(CNC(=O)C2CCCN(S(=O)(=O)c3cnc[nH]3)C2)cc1 (stereo unspecified)
Compound	16	17	18	19	20
HSF1 inhib	-1	-1	-4	6	-4
IEC-6 cytotox	0	nt	29*	-3	-2
aSyn UTR inh	29	8	-129	-25	-3
HSP90 refold inh	0	nt	-4	-2	2
HDAC3 inh	1	-6	5	4	-3
HIF act	-0.4	0.8	4.2	-0.1	nt
AI-2 QS mod	24	18	24	1	-2
KLF5 inh	-8	nt	-19	-5	3
HSF-1 act	2	2	3	34	2
Platelet DG rel	-4	-2	4	2	2

21) Fc1ccc(C2=NOC(c3nnc(-c4ccccc4)o3)C2)cc1 (stereo unspecified)
22) CS(=O)(=O)N(CC(=O)NC1CC1)C1CCCCC1
23) CCCc1c(C(=O)Nc2cc(C(C)(C)C)on2)cnn1-c1ccccc1
24) S=C(c1ccc(-c2ccc(Br)cc2)o1)N1CCOCC1
25) CCN1C(=O)C(CC(=O)Nc2ccc(OC)cc2)N(CCc2ccc(OC)cc2)C1=S (stereo unspecified)
Compound	21	22	23	24	25
HSF1 inhib	5	-3	-10	24	6
IEC-6 cytotox	nt	8	3	2	0
aSyn UTR inh	7	-25	-10	-178	11
HSP90 refold inh	nt	1	0	-4	5
HDAC3 inh	1	1	nt	4	14
HIF act	0.1	-0.8	0.1	3.0	-0.1
AI-2 QS mod	-26	4	7	-2	23
KLF5 inh	nt	0	6	-148	-16
HSF-1 act	-13	-19	21	44	0
Platelet DG rel	4	-5	7	-5	7

26) C=CCc1cccc(C=Nc2cccn3cc(-c4ccccc4)nc23)c1O
27) O=C(C1CCN(S(=O)(=O)c2cccnc2)CC1)N1CCCCC1
28) Cc1ccc(CN2C(=O)S/C(=C\c3ccccc3OCC(=O)O)C2=O)cc1
29) Cc1cccn2c(=O)c3cc(C(=O)NCc4cccnc4)c(=N)n(CC4CCCO4)c3nc12 (stereo unspecified)
30) O=C(CCCOc1ccc(Cl)cc1Cl)N1CCN(c2ccccn2)CC1
Compound	26	27	28	29	30
HSF1 inhib	nt	-11	-7	-3	2
IEC-6 cytotox	-4	0	1	4	1
aSyn UTR inh	-89	-5	9	-4	-8
HSP90 refold inh	0	5	3	0	1
HDAC3 inh	5	1	2	i	0
HIF act	1.3	1.8	-0.8	-0.3	0.4
AI-2 QS mod	27	9	-23	7	1
KLF5 inh	-42	-25	-12	-15	-15
HSF-1 act	nt	-17	-7	-12	-15
Platelet DG rel	-1	3	-2	-2	17

31) O=C(NCCCN1CCCC1=O)C1CCC(CNS(=O)(=O)c2ccc(Cl)cc2)CC1 (stereo unspecified)
32) O=C1CC(c2ccc(F)cc2)CC2=C1C=Nc1ccccc1N2 (stereo unspecified)
33) COC(=O)C1=C(C)NC(C)=C(C(=O)OC)C1C1CC=CCC1 (stereo unspecified)
34) COc1ccc(S(=O)(=O)N2CCCC(C(=O)N3CCOCC3)C2)cc1C (stereo unspecified)
35) CSc1ncccc1C(=O)OCC(=O)c1ccc(Br)s1
Compound	31	32	33	34	35
HSF1 inhib	1	4	9	2	3
IEC-6 cytotox	0	-1	2	-9	0
aSyn UTR inh	23	1	-6	-16	10
HSP90 refold inh	-2	1	1	-3	-5
HDAC3 inh	-1	-1	1	0	9
HIF act	-0.4	0.0	-0.8	0.0	-0.1
AI-2 QS mod	31	-3	14	25	3
KLF5 inh	-17	-31	-2	10	-69
HSF-1 act	4	16	15	16	47
Platelet DG rel	3	6	-1	-12	-1

36) Cc1ccc(-c2csc(N=C(N)N)n2)cc1
37) Cc1cc(C)c(S(=O)(=O)Cc2ccccc2)c(OC(C)C)n1
38) O=C(NCCCNC(=O)c1ccc(Cl)cc1Cl)c1cnccn1
39) CC(NC(=O)c1ccc([N+](=O)[O-])o1)C12CC3CC(CC(C3)C1)C2 (stereo unspecified)
40) O=C(Nc1ccc(N2CCCC2)cc1)c1cccc(F)c1
Compound	36	37	38	39	40
HSF1 inhib	-11	9	1	22	3
IEC-6 cytotox	3	6	1	60*	7
aSyn UTR inh	-116	-10	-1	-168	-203
HSP90 refold inh	1	3	-3	2	6
HDAC3 inh	-2	9	-3	4	-3
HIF act	0.8	0.3	1.3	-41	1.7
AI-2 QS mod	15	6	18	?	24
KLF5 inh	-59	8	-10	-7	-95
HSF-1 act	-3	-15	23	?	-5
Platelet DG rel	4	nt	5	-6	8

41) c1ccc2c(c1)oc1c(NCCCN3CCOCC3)ncnc12
42) CN(C)c1cc2c(c(N(C)C)c1)C(=O)c1ccccc1C2=O
43) Cc1cccc(C)c1OCc1cc(C(=O)N2CCC[C@H]2C(N)=O)no1
44) CCOC(=O)N1CCN(C(=O)c2cc3cc(F)ccc3[nH]2)CC1
45) Cc1cccc(C)c1NC(=O)CN
46) OCC1CCCN(C2CCN(Cc3nc(Cc4cccc(C(F)(F)F)c4)no3)CC2)C1 (stereo unspecified)
47) Cc1cc(C(=O)COC(=O)c2ccc(O)cc2)c(C)n1-c1ccccc1F
48) O=C1CC2(CCN(C(=O)c3ccccc3Br)CC2)Oc2ccccc21
Compound	41	42	43	44	45	46	47	48
HSF1 inhib	3	1	-3	6	4	-3	-63*	-13
IEC-6 cytotox	4	7	4	9	-6	-3	8	nt
aSyn UTR inh	-16	-44	-13	10	1	-16	-78	13
HSP90 refold inh	2	1	-5	-1	4	-1	50*	nt
HDAC3 inh	-2	6	-10	0	-10	0	5	-15
HIF act	0.8	1.3	0.3	0.2	-0.1	-0.2	-0.8	-0.7
AI-2 QS mod	10	16	19	-1	16	21	2	16
KLF5 inh	-13	-23	-19	-27	-4	-29	-51	nt
HSF-1 act	8	1	-11	-10	-5	-12	-70	-19
Platelet DG rel	-1	0	-4	-3	30	-1	-6	1

Another view of 7 compounds above:
Sequence of screens: HSF1 inhib	IEC-6 cytotox	aSyn UTR inh	HSP90 refold inh	HDAC3 inh	HIF act	AI-2 QS mod	KLF5 inh	HSF-1 act	Platelet DG rel
39. CC(NC(=O)c1ccc([N+](=O)[O-])o1)C12CC3CC(CC(C3)C1)C2 (stereo unspecified)
    22	60*	-168	2	4	-41	?	-7	?	-6
40. O=C(Nc1ccc(N2CCCC2)cc1)c1cccc(F)c1
    3	7	-203	6	-3	1.7	24	-95	-5	8
41. c1ccc2c(c1)oc1c(NCCCN3CCOCC3)ncnc12
    3	4	-16	2	-2	0.8	10	-13	8	-1
42. CN(C)c1cc2c(c(N(C)C)c1)C(=O)c1ccccc1C2=O
    1	7	-44	1	6	1.3	16	-23	1	0
43. Cc1cccc(C)c1OCc1cc(C(=O)N2CCC[C@H]2C(N)=O)no1
    -3	4	-13	-5	-10	0.3	19	-19	-11	-4
44. CCOC(=O)N1CCN(C(=O)c2cc3cc(F)ccc3[nH]2)CC1
    6	9	10	-1	0	0.2	-1	-27	-10	-3
45. Cc1cccc(C)c1NC(=O)CN
    4	-6	1	4	-10	-0.1	16	-4	-5	30
